# Source: PubChem
# SR-BI DiI-HDL act: activators of SR-BI mediated HDL lipid uptake. CHO ldlA[mSR-BI] cells, DiI-HDL uptake fluorescence, 3 h; 100 = double the neutral-control signal. hit rate 0.096% among 320,000. AID 504775. activation, % at 12.5 µM;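 active means mean replicate activation of at least 60% and every replicate at or above 60%; inconclusive means mean or all-replicate condition met, but not both; inactive means mean below 60% and not all replicates reaching 60%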;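 further: 0% = median plate neutral-control signal and 100% = twice that signal; values of inactives mirror those of a sister screen read the other way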
#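 system = CHO ldlA[mSR-BI] cells, LDL receptor-null, SR-BI overexpressing | medium = Ham's F12 with 0.5% BSA, HEPES 25 mM, pH 7.4 | probe or stimulus = DiI-HDL 10 µg/mL | compound dosing = single-point compound dose | incubation = compound exposure 3 h, 37 °C | technique = DiI fluorescence, bottom read | read-out = cell-associated DiI fluorescence as measure of HDL uptake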
# LANA DNA inh: blocks KSHV LANA C-terminal domain binding to DNA; MBP-C-LANA/FAM-LBS DNA binding, fluorescence polarization; inhibition, % at 9 µM; hit rate 0.078% among 340,000; AID 504423;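 active means highest replicate inhibition at or above 60% at 9 µM, even if other replicates fall short; inactive means all replicates below 60% inhibition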;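 further: 0% = neutral control wells and 100% = 4 µM acridine orange control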
# Keap1 Nrf2 FP: inhibitors of human Keap1-Nrf2 protein-protein interaction; Keap1 Kelch-Nrf2 peptide fluorescence polarization, 1536-well; hit rate 0.15% among 340,000; inhibition, % at 9.4 µM; Q14145; AID 504523; in the data active means inhibition above about 12%; inconclusive means no clear call, values can overlap the other calls; inactive means below about 7.3%;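 further: human Keap1 Kelch domain with fluorescein labeled Nrf2 9mer peptide probe; 0% = neutral control wells and 100% = peptide positive control; higher means more block of Keap1 binding to Nrf2 peptide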
# Arr AP2 block: blocks beta-arrestin peptide binding to AP2 adaptin. hit rate 0.31% among 340,000. inhibition, % at 10 µM. AID 504490. FITC-arrestin peptide / GST-AP2 beads, flow cytometry; AP2 beta2 appendage carries R879A mutation;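 active means inhibition above a set limit, near 3 SD of compounds lacking own fluorescence, cut at about 54% in these data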;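 further: plate controls were DMSO wells for no effect and 5 µM unlabelled arrestin peptide for full effect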
#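 Assay system: GST-AP2 R879A bound to glutathione beads, E. coli-expressed; Medium: PBS with 0.05% Tween 20 and 0.1% BSA; Also added: fluorescein-tagged arrestin peptide at 50 nM final; Timing: 12 min plus 1 h, RT; Measured by: flow cytometry, FL1 (488/535 nm); Evaluation: percent drop in bead-associated FITC signal.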
# SR-BI DiI inh: mouse SR-BI HDL lipid transfer inhibition | Q61009 | hit rate 0.96% among 320,000 | inhibition, % at 12.5 µM | ldlA[mSR-BI] CHO cells, DiI-HDL uptake fluorescence, 3 h;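 active means mean replicate inhibition of at least 70% and a set share of replicates each scoring 70 or more; inconclusive means meets just one of the two criteria; inactive means fails both criteria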;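 further: 0% = median of neutral control wells and 100% = median of positive control wells; values of inactives mirror those of a sister screen read the other way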
# PKA-R2B activ: activates the human PKA-R2B holoenzyme complex. PKA-R2B holoenzyme dissociation, Cy5-IP20 fluorescence polarization; R2B truncated from residue 108, S112A mutant; 0% DMSO only, 100% 113 µM cGMP. activation, % at 11.4 µM. P22694+P31323. hit rate 0.079% among 340,000;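 active means activation above a cutoff set at the mean over all compounds plus 3 SD, cut at about 18% in these data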;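 further: higher means more holoenzyme dissociation and a rise in polarization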
# Target sequence (P31323 whole entry, looked up, other chains not shown, the tested form may be a part): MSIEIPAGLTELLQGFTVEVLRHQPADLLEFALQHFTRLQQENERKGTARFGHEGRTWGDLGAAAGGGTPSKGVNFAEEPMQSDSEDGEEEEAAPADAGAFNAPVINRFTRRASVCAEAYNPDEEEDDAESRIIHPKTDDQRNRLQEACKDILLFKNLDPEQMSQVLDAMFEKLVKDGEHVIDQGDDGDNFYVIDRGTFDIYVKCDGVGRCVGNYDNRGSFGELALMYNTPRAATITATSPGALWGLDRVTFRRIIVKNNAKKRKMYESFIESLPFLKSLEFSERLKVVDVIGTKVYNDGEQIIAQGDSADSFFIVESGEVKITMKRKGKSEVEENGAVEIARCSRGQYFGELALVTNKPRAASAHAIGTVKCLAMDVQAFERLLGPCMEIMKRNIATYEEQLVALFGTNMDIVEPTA
# Cardiac RTF inh: cardiac RTF calcium desensitization; hit rate 0.12% among 340,000; inhibition, % at 7.15 µM; P19429+P45379; IANBD-labeled cardiac RTF, Ca2+ fluorescence;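 active means inhibition above the mean inhibition of all tested compounds plus 3 SD, cut at about 17% in these data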;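 further: assay run at fixed EC70 calcium of 1.6 mM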
# DAGLB inhibitor: blocks human DAGLB lipase activity | inhibition, % at 5.17 µM | HEK293T DAGLB membrane lysate, EnzChek fluorogenic substrate | hit rate 0.059% among 340,000 | AID 504411 | Q8NCG7; in the data active means inhibition above about 34%;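 further: 0% = enzyme with vehicle and 100% = wells lacking enzyme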
# Target sequence (Q8NCG7 whole entry, looked up): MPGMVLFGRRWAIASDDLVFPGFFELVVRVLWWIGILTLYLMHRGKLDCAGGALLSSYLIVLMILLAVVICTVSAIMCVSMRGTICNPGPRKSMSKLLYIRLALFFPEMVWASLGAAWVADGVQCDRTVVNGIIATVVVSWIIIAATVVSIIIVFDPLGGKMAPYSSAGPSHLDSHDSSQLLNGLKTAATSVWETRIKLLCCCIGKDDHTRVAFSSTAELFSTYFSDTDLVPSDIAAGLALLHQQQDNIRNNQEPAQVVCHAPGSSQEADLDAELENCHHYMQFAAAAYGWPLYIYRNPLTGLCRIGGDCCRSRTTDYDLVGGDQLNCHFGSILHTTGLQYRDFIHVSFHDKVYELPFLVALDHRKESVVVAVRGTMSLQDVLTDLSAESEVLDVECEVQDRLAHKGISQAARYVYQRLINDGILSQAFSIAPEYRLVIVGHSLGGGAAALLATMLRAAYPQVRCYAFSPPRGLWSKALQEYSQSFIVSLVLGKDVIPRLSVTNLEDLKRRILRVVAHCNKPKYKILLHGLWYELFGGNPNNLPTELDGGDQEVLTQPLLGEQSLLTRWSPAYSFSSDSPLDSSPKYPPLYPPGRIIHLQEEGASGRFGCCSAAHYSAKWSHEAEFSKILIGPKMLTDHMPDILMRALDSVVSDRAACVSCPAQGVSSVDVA
# PvdQ acylase: blocks Pseudomonas aeruginosa PvdQ acylase activity | purified PvdQ acylase, fluorescence plate reader | hit rate 0.063% among 340,000 | AID 488965 | inhibition, % at 10 µM; in the data active means inhibition above about 30%, passing the limit was not always enough; inconclusive means no clear call, values can overlap the other calls;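 further: 0% = vehicle neutral wells and 100% = reference inhibitor wells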
# NSD2 inh: NSD2 (human) methyltransferase inhibition. O96028. hit rate 0.54% among 310,000. NSD2 peptide methylation, AlphaScreen, 120 min. inhibition, % at 12.5 µM; in the data active means inhibition above about 50%
# Active calls of the source: *; ? = inconclusive; · = not tested or not shown.
No.	structure	SR-BI DiI-HDL act	LANA DNA inh	Keap1 Nrf2 FP	Arr AP2 block	SR-BI DiI inh	PKA-R2B activ	Cardiac RTF inh	DAGLB inhibitor	PvdQ acylase	NSD2 inh
1	Cc1cnc(CN(C)Cc2c(C(=O)N3CCCCCCC3)nc3ccc(Cl)cn23)[nH]1	-1	-0.6	1	-2	1	1	-12	0	-13	3
2	C/C(N)=C(/C#N)C(=O)CSc1nc2cc(Cl)ccc2c(=O)n1Cc1ccco1	-4	0.5	-7	16	4	-13	0	1	9	2
3	O=C(COC(=O)/C=C/c1ccccc1)NCC1CCCO1 (centres undefined)	8	0.8	2	-7	-8	0	-10	1	-3	·
4	O=C(Nc1ccc(C(F)(F)F)cn1)Nc1cccs1	16	0.2	2	-3	-16	2	-2	1	-9	1
5	COc1cc(OC)cc(C(=O)NC(C(=O)NCc2ccccn2)C(C)C)c1 (centres undefined)	9	-0.7	-2	46	-9	11	-9	2	-8	0
6	COc1cccc(CNC(=O)CCC2CCCN(C(=O)CCC(F)(F)F)C2)c1 (centres undefined)	-8	-1.0	1	2	8	1	-7	1	-4	1
7	COC(=O)c1cc(NC(C)=O)ccc1N1CCOCC1	-10	1.5	-4	1	10	-4	-1	-4	-13	-2
8	O=C(Cc1ccc(F)cc1)Nc1nc(-c2ccc(F)cc2)cs1	-48	-1.1	-2	1	48	2	-10	-5	-8	6
9	CCC/C(O)=C1\C(=O)CC(C)(C)CC1=Nc1ccccc1O	-7	1.7	-4	-1	7	2	-2	-3	-12	-4
10	CC(C)OP(=O)(c1ccc(N(C)C)cc1)C(Nc1ccccc1)c1ccccc1 (centres undefined)	42	-2.3	0	42	-42	-3	4	-1	5	3
11	O=C(NCc1ccco1)c1ccc(Cn2c(=O)c3sccc3n(Cc3cccc(F)c3)c2=O)cc1	-28	0.5	-3	-8	28	-12	-2	-3	-11	·
12	Cn1cnc2cc(NCc3cccs3)ccc21	4	0.5	-1	3	-4	-9	0	0	1	-4
13	COc1cc(CNCc2cccs2)ccc1OCC(N)=O	19	2.4	1	-4	-19	2	4	1	-9	·
14	CC(C)Oc1ccc(C(=O)O)cc1	11	-1.0	-4	40	-11	-14	1	-3	5	-4
15	CCCCN(C1CCS(=O)(=O)C1)S(=O)(=O)c1cccs1 (centres undefined)	1	0.5	0	-11	-1	-11	5	2	-8	-1

# A few values from above.
# Cardiac RTF inh, O=C(Cc1ccc(F)cc1)Nc1nc(-c2ccc(F)cc2)cs1 → -10
# SR-BI DiI inh, COc1cc(CNCc2cccs2)ccc1OCC(N)=O → -19
# SR-BI DiI-HDL act, COc1cccc(CNC(=O)CCC2CCCN(C(=O)CCC(F)(F)F)C2)c1 (centres undefined) → -8
# NSD2 inh, COC(=O)c1cc(NC(C)=O)ccc1N1CCOCC1 → -2

# The listing picks up, repeating the 5 entries before the break.
No.	structure	SR-BI DiI-HDL act	LANA DNA inh	Keap1 Nrf2 FP	Arr AP2 block	SR-BI DiI inh	PKA-R2B activ	Cardiac RTF inh	DAGLB inhibitor	PvdQ acylase	NSD2 inh
11	O=C(NCc1ccco1)c1ccc(Cn2c(=O)c3sccc3n(Cc3cccc(F)c3)c2=O)cc1	-28	0.5	-3	-8	28	-12	-2	-3	-11	·
12	Cn1cnc2cc(NCc3cccs3)ccc21	4	0.5	-1	3	-4	-9	0	0	1	-4
13	COc1cc(CNCc2cccs2)ccc1OCC(N)=O	19	2.4	1	-4	-19	2	4	1	-9	·
14	CC(C)Oc1ccc(C(=O)O)cc1	11	-1.0	-4	40	-11	-14	1	-3	5	-4
15	CCCCN(C1CCS(=O)(=O)C1)S(=O)(=O)c1cccs1 (centres undefined)	1	0.5	0	-11	-1	-11	5	2	-8	-1
16	COC(=O)c1ccccc1NC(=O)CSc1nncn1C	21	0.7	8	9	-21	-10	2	3	-1	-1
17	COc1cc(/C=N/N2CCN(Cc3ccccc3)CC2)cc(OC)c1OC(C)=O	13	8.2	1	-2	-13	-5	1	-4	-5	14
18	Cc1cc(C(=O)CSc2nc3ccccc3[nH]2)c(C)n1Cc1ccco1	-22	0.2	1	-3	22	-3	-4	0	-20	-2
19	CCCC[C@H]1COCCS(=O)(=O)N1Cc1cccc(Cl)c1	11	-1.1	1	20	-11	-8	-17	-2	-8	·
20	Cc1onc(-c2ccccc2Cl)c1C(=O)OCC(=O)N1CCC(C)CC1	6	-2.9	4	3	-6	1	-14	-7	-7	-2
21	O=C(COC(=O)CNC(=O)c1ccc(Cl)cc1Cl)Nc1ccc(N2CCOCC2)cc1	6	-0.1	-3	8	-6	-5	2	-2	-9	·
22	Nc1c(-c2ccccc2)c(CSc2nc3ccccc3[nH]2)nn1-c1ccc(C(=O)O)cc1	0	1.0	-1	-2	0	-6	-9	1	-8	3
23	COc1ccccc1N1CCN(CC(=O)Nc2cc(F)ccc2C)CC1	-24	-2.5	-3	25	24	-12	2	-11	3	-5
24	COc1ccc(-n2c(Cc3cccn3C)nnc2SCC(=O)Nc2ccc(C)c(Cl)c2)cc1	12	1.2	-6	9	-12	-6	-5	-3	3	·
25	COc1cc(CNc2ccc3[nH]c(=O)[nH]c3c2)ccc1OCC(=O)NC(C)(C)C	14	0.9	-6	24	-14	0	-2	-3	9	5
26	CCCn1c(N)c(C(=O)CSc2nnc(C3CC3)n2Cc2ccccc2)c(=O)[nH]c1=O	57	0.8	2	8	-57	-10	-8	3	-5	-2
27	COCCN1CCN(c2c(C)c(C)nc3cc(-c4cccc(OC)c4)nn23)CC1	-30	-1.8	3	13	30	5	-6	1	-1	1
28	COc1cccc(NC(=O)C2C3C=CC4(O3)C2C(=O)N(C2CC2)C4C(=O)NC2CCCCC2C)c1 (centres undefined)	-20	0.4	-6	6	20	-11	0	-1	12	0
29	Cc1nn(-c2ccccc2)c2nc(-c3ccncc3)cc(C(=O)NCc3ccco3)c12	-61	2.2	-2	30	61	-4	-6	0	6	-6
30	CCOc1ccc(S(=O)(=O)N2CCCC(C(=O)NCc3ccccn3)C2)cc1 (centres undefined)	·	-0.3	-4	13	·	-3	1	1	8	1
31	Cc1ccc(C(=O)Nc2cccc(-c3cn4ccccc4n3)c2)cc1	-44	0.9	-1	32	44	2	-10	2	-8	-4
32	CCCCOC(=O)c1ccc(NC(=O)CN2C(=O)NC3(CCCCCC3)C2=O)cc1	8	-3.1	1	-1	-8	0	1	-2	-13	-1
33	Cc1cc(C)cc(OCC(=O)Nc2cc(C)on2)c1	4	-1.1	-2	-27	-4	-7	5	-4	5	-5
34	COc1ccc(CNC(=O)CN(C(=O)CCC(=O)Nc2nccs2)c2ccc3c(c2)OCO3)cc1	·	0.8	3	-6	·	-4	5	3	-14	3
35	COC(=O)c1ccc(NC(=O)COc2ccccc2OC)cc1	-5	-1.1	-2	-4	5	-5	3	-10	-4	-1
36	CN(C)c1cc[n+](CC(=O)c2ccc(OC(F)F)cc2)cc1	7	12	3	-13	-7	-12	-6	0	-5	-2
37	O=C(NCc1ccccc1)c1ccc(C2SCC(=O)N2Cc2ccccc2)cc1 (centres undefined)	-43	0.3	-2	2	43	-1	5	4	-13	1
38	Cc1occc1C(=O)Nc1ccc2c(c1)OCO2	-14	-0.8	-4	-3	14	-8	-4	2	-16	-7
39	COc1ccc(CCC(C)N(C)Cc2ccccc2)cc1 (centres undefined)	5	-1.3	0	33	-5	1	7	0	5	-1
40	COc1cc(OC)cc(-c2nnc(SCC(=O)N(C(C)C)C(C)C)o2)c1	-35	-0.5	-2	-4	36	0	1	-4	-8	-5
41	O=C(COC(=O)c1ccc(O)cc1)Nc1ccc(S(=O)(=O)N2CCCC2)cc1	·	0.0	-4	45	24	12	-10	-4	4	0
42	COc1ccc(CCNc2oc(Cc3ccccc3)nc2C#N)cc1OC	-35	2.3	-2	1	35	-2	-2	-3	-10	4
43	O=C(COC(=O)Cn1nc(-c2ccccc2)oc1=O)Nc1ccc(F)cc1	27	0.3	0	0	-27	-1	2	-1	-6	-1
44	CCCCC(c1nnnn1Cc1ccco1)N1CCN(c2nc3ccccc3s2)CC1 (centres undefined)	-2	-0.3	-2	-3	2	-4	-5	-1	-7	12
45	CCCCCCCCCCCC(=O)NC1CCS(=O)(=O)C1 (centres undefined)	11	1.2	4	13	-11	7	1	0	-4	-3

# Ordered by value in PKA-R2B activ (lowest first): 3 from the list above.
entry	canonical_smiles	PKA-R2B activ
44	CCCCC(c1nnnn1Cc1ccco1)N1CCN(c2nc3ccccc3s2)CC1 (centres undefined)	-4
42	COc1ccc(CCNc2oc(Cc3ccccc3)nc2C#N)cc1OC	-2
31	Cc1ccc(C(=O)Nc2cccc(-c3cn4ccccc4n3)c2)cc1	2

# Continuation.
No.	structure	SR-BI DiI-HDL act	LANA DNA inh	Keap1 Nrf2 FP	Arr AP2 block	SR-BI DiI inh	PKA-R2B activ	Cardiac RTF inh	DAGLB inhibitor	PvdQ acylase	NSD2 inh
46	Clc1ccc(COn2c(-c3ccccc3)nc3ccccc32)cc1	-70	0.3	4	26	?	11	5	-6	1	-1
47	CCOC(=O)[C@@H]1[C@H]2COc3cc(OC)ccc3[C@H]2N2C(=O)N(c3ccc(Br)cc3)C(=O)[C@]12C	-5	-0.1	0	-8	5	-1	-19	-9	-11	·
48	O=C(O)c1nc2nc(Cl)c(Cl)nc2[nH]1	5	1.8	-7	1	-5	-14	-6	5	-8	2
49	Cc1ccc(S(=O)(=O)N2CCCCC2)cc1NC(=O)COC(=O)Cc1cccc(C(F)(F)F)c1	22	-0.5	0	-3	-22	-8	6	0	-2	-2
50	CCCc1ccc(Oc2cc(NN3CCCCC3)c([N+](=O)[O-])cc2[N+](=O)[O-])cc1	-18	-2.6	-2	20	18	9	5	-3	6	·
51	CC(C)c1nc(SCC(=O)Nc2nccs2)c2ccccc2n1	8	3.1	-3	22	-8	0	-8	0	-12	-1
52	Cc1ccc(S(=O)(=O)CCC(=O)OCC(=O)NC(C)c2ccccc2)cc1 (centres undefined)	34	-1.0	-4	-27	-34	-12	-5	1	-11	-1
53	CCOc1ccc(N=c2scc(-c3ccccc3)n2CCO)cc1	13	-1.3	-2	6	-13	1	0	-10	-1	5
